Compound activity as filed in PubChem.
MCF10A rereplic: DNA re-replication induction in MCF 10a cells. MCF 10A DNA re-replication, Hoechst nuclear intensity, 48 h. Potency, µM (titrated, usually from 46.1 µM), without a hit: top-dose activity, positive = re-replication, actives largely listed as activators. 2.9% of 350,000 active; further: potency means the concentration at half of the fitted maximal effect; % of control where 0% means no effect; nearly all actives have a fitted effect of over 50% in size
IL1B secr inh: inhibitors of inflammasome signaling (IL-1 beta secretion) | THP-1 LPS/ATP IL-1B secretion, AlphaLISA, 16 h; stronger effect = lower value | activity change, % at 57.5 µM | AID 743279 | 4.7% of 360,000 active; in the data active means activity change below about -50%; inconclusive means mostly about -30% to -49%; further: on the % scale 0 is the no-effect control and ±100 the full control effect
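THP-1 cells pretreated 1 hr with compounds (up to 57.5 uM final), then stimulated with LPS (250 ng/mL final) plus ATP (1.25 mM final); secreted IL-1B measured by AlphaLISA after 16 hr, decreased signal indicating inhibition.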
TGFb SMAD3 inh: blocks TGF-b signaling. 1.2% of 410,000 active. Potency, µM (series often up to 46.1 µM), for the others: at the highest dose activity, negative = inhibition, actives largely listed as inhibitors. HepG2 CAGA-GFP TGF-b/SMAD3 reporter, GFP fluorescence, 18 h; TGF-beta stimulated, 500 pg/mL final; further: potency means the concentration at half of the fitted maximal effect; on the % scale 0 is the no-effect control and ±100 the full control effect; nearly all actives have a fitted effect of over 65% in size
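GFP signal (ex488/em500-530) from TGF-beta-stimulated HEPG2 CAGA-GFP cells, 500 pg/mL final, 18 h at 37 degrees C in DMEM plus 1% FBS, normalized to unstimulated and DMSO-stimulated controls.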
Nrf2 block: blocks Nrf2 signaling | A549 ARE-Fluc reporter, luciferase luminescence, 18-24 h | Potency, µM (highest dose often 46 µM), for inactives: at the highest dose activity change, negative = inhibition, most hits filed as inhibitors | 2.1% of 360,000 active | AID 504444; further: potency means the concentration at half of the fitted maximal effect; on the % scale 0 is the no-effect control and ±100 the full control effect; nearly all actives have a fitted effect of over 60% in size
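Quantitative HTS in A549 cells stably bearing an antioxidant response element-firefly luciferase construct. Inhibition of Nrf2-driven transcription was scored by luminescence after 18-24 h of compound exposure at 37 °C.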
Nrf2 ARE act: activates Nrf2 signaling. Potency, µM (titrated, usually from 46.1 µM), without a hit: at the top dose activation, usual class: activators. 0.31% of 410,000 active. AREc32 ARE-luciferase reporter (MCF7-derived line), luminescence, 24 h; further: potency means the concentration at half of the fitted maximal effect; % of control where 0% means no effect; nearly all actives have a fitted effect of over 65% in size
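Luminescent ARE reporter assay in AREc32_Fluc cells: overnight plating at 37 deg C, 24 hr compound incubation, Steady-Glo added, 30 min RT before reading.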
S2 tox: cell viability loss in ATXN counter-screen | 0.49% of 400,000 active | Potency, µM (series often up to 56.7 µM), most hits filed as cytotoxic | S2 cells (HEK-293 line with an ATXN2-luciferase reporter) viability, CellTiter-Fluor protease fluorescence, 24 h; further: potency means the concentration at half of the fitted maximal effect; nearly all actives have a fitted effect of over 40% in size
A549 tox: A549 cytotoxicity, counter-screen for Nrf2 inhibitors. A549 ARE-Fluc cells, CellTiter-Fluor viability, 18-24 h. Potency, µM (doses to about 46 µM), for inactives: top-dose activity change, negative = cytotoxicity, hits mostly inhibitors. 0.16% of 390,000 active. AID 504648; further: potency means the concentration at half of the fitted maximal effect; on the % scale 0 is the no-effect control and ±100 the full control effect
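A549 ARE-Fluc cells in 5% FBS OPTI-MEM, 5000 cells/well, rested 2 h then exposed to compounds in concentration-response for 18-24 h at 37 °C. Viability by CellTiter-Fluor fluorescence (Ex 405/Em 525) after 30 min; luciferase luminescence (BugLite, 15 min, RT) read afterwards.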
HepG2 viability: HepG2 cytotoxicity, counter-screen for TGF-b inhibitors. HepG2 CAGA-GFP viability, ATP luminescence, 18 h. 0.76% of 410,000 active. Potency, µM (titrated, usually from 46.1 µM), for the others: at the highest dose activity change, negative = cytotoxicity, hits mostly cytotoxic. AID 588856; further: potency means the concentration at half of the fitted maximal effect; some results filed as inactive show a strong effect at the top dose
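CellTiter-Glo luminescence gave cytotoxicity after 18 hours at 37 degrees C. The cells were HepG2 CAGA-GFP in 1% FBS DMEM, stimulated with 500 pg/mL TGF-beta after compound addition. %Activity was normalised to no-cell wells (complete cell-killing) and DMSO (no toxicity), and curves were fitted and classified.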
ATXN2 expr inh: reduces ATXN2 reporter expression in HEK-293 cells; HEK-293 ATXN2-luciferase reporter, luminescence, 24 h; Potency, µM (top dose mostly 57 µM), inactives show top-dose activity change, negative = inhibition, hits mostly inhibitors; AID 1745845; 0.72% of 360,000 active; further: potency means the concentration at half of the fitted maximal effect; on the % scale 0 is the no-effect control and ±100 the full control effect; nearly all actives have a fitted effect of over 55% in size
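ATXN2-luciferase reporter cells (luciferase flanked by upstream and downstream ATXN2 gene portions) were treated 24 h at 37 °C with compounds at up to 57 uM. SteadyGlo luminescence gave expression; GF-AFC fluorescence gave viability.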
* hit, by the source's call; i = inactive; ? = inconclusive; nt = no result given; & = joins results of further samples; [ ] = remark or other dose. Unless noted, the call rests on the fitted dose curve; in most records, active means well fitted curve in the direction sought with a large enough effect; inconclusive means small, poorly fitted or top-dose-only effect, or another doubt; inactive means no such curve, though single readings can be large; an effect the other way counts as inactive or inconclusive.

SMILES	MCF10A rereplic	IL1B secr inh	TGFb SMAD3 inh	Nrf2 block	Nrf2 ARE act	S2 tox	A549 tox	HepG2 viability	ATXN2 expr inh
COc1ccc(CC(=O)OCC(=O)Nc2cccc(Cl)c2)cc1	10%	-3	4%	-16%	2.3%	i	3%	16%	nt
Nc1ccc(S(=O)(=O)Nc2nccc(/C=C/c3ccc(Cl)cc3Cl)n2)cc1	-6%	-10	-3%	-10%	?	i	-1%	-8%	-5%
CS(=O)(=O)c1ccc(Cl)c(NC(=O)CCl)c1	?	-100*	20%	21µM*	?	?	-15%	-10%	?
Cc1ccc([N+](=O)[O-])cc1NC(=O)c1ccc(-c2ccccc2)cc1	14%	5	11%	-13%	?	i	-3%	-13%	-30%
Cc1cc(C)n(-c2nnc(SCC(=O)NC3CCCC3)c3ccccc23)n1	0%	15	-4%	?	0.3%	i	-6%	-27%	4%
CCCCNC(=O)C1(C)CCN1C(=O)c1cc(-c2cccs2)oc1C (stereo not given)	nt	-104*	?	nt	4.4%[9.22 µM]	i	nt	-54%	-24%
CC(=O)OC1CCC2(C)C(=CCC3C2CCC2(C)C3CC3ON=C(C)C32)C1 (stereo not given)	4%	27	31%[activator]	0%	3.0%	i	4%	4%	0%
COCC(=O)Nc1ccc(C)c(Cl)c1	0%	49	-2%	-11%	0.1%	i	-5%	3%	-9%
Cc1ccc(OC2CCN(C(=O)[C@H]3O[C@@H](n4ccc(=O)[nH]c4=O)[C@H](O)[C@@H]3O)CC2)cc1	nt	10	-15%	nt	0.0%	i	nt	-13%	-15%
NNC(=O)Cn1c(-c2ccccn2)nc2ccccc21	9%	21	5%	5%	2.3%	i	-5%	7%	7%
O=C(CSc1nc(SCC(=O)NCc2ccccc2)n(-c2ccccc2)n1)NCc1ccccc1	-9%	0	-18%	nt	0.4%	i	-15%	-11%	8%
Cc1ccc(S(=O)(=O)N2CCC(C(=O)N[C@H](C(=O)N3CCN(C)CC3)C(C)C)CC2)cc1	6%	1	-15%	nt	-0.1%	i	5%	-17%	4%
COc1ccc(N=C2SC(C(=O)O)CC(=O)N2C)cc1 (stereo not given)	?	22	?	-9%	-0.6%	i	-4%	1%	5%
CCOC(=O)N1CCN(C(=O)CN(c2ccc(C)cc2C)S(=O)(=O)c2ccccc2)CC1	nt	nt	24%	-2%	-1.2%	i	1%	-17%	10%
COc1ccc(C2=NCCn3nc4ccccc4c32)cc1	11%	18	-7%	-3%	12%	i	-1%	-22%	21%
Cc1ccc(F)cc1C(=O)N1CCCC(c2cc(C(=O)Nc3ccccc3)no2)C1 (stereo not given)	nt	7	-1%	nt	0.7%	?	nt	-8%	11%
COC(=O)c1cc(-c2c(C)oc3cc(OC(C)C)ccc3c2=O)c(C)o1	?	-6	-26%	?	3.4%	i	1%	-20%	-15%
O=C(COC(=O)/C=C/c1ccccc1Cl)NCc1ccccc1	-2%	8	-4%	2%	14%	i	9%	-18%	-12%
COc1cccc(N2CCN(C(=O)C3CCC(CNS(=O)(=O)c4ccc(Br)s4)CC3)CC2)c1 (stereo not given)	nt	nt	?	16µM*	-0.4%	i	-20%	-22%	-21%
CCCNC(=O)N1CCC(n2nccc2NC(=O)CCOc2ccccc2)CC1	-3%	-7	-19%	-6%	0.2%	i	7%	-21%	-9%
COC(=O)Cc1ccc(NC(=O)c2ccc3c(c2)C(=O)N(Cc2ccco2)C3=O)cc1	?	i	-13%	?	-0.1%	i	-9%	-2%	-14%
CC(NC(=O)[C@@H](NC(=O)[C@@H]1Cc2ccccc2CN1)C(C)C)c1ccccc1 (stereo not given in full)	1%	33	14%	1%	0.2%	i	1%	19%	0%
COc1cccc(C(C[N+](=O)[O-])c2c(C)[nH]n(-c3ccccc3)c2=O)c1 (stereo not given)	18%	0	-37%	-4%	18%	i	-2%	-36%	10%
CCOc1ccc(OCCN2C(=O)NC3(CCCc4ccccc43)C2=O)cc1 (stereo not given)	-4%	?	-9%	5%	-0.6%	i	-2%	-32%	-7%
COc1ccc(NC(=O)CN2CCN(Cc3ccccc3)CC2)cc1	-5%	3	2%	1%	0.0%	i	5%	-12%	-5%
Cc1sc2ncn(CC(=O)N3CCN(c4ccc(F)cc4)CC3)c(=O)c2c1S(=O)(=O)N1CCCCC1	nt	nt	?	5%[9.27 µM]	0.3%	i	-3%	-13%	-2%
COC(=O)c1ccc(-c2noc(CN3C[C@H]4CC[C@H]3C4)n2)cc1	12%	33	-1%	6%	-0.8%	i	-2%	-5%	43%[activator]
CCN(CC)c1ccc(NC(=O)COC(=O)C23CCC(=O)N2c2ccccc2S3)cc1 (stereo not given)	-2%	20	4%	1%	-0.8%	i	2%	-23%	0%
c1nc(NCC2CCCO2)c2[nH]cnc2n1 (stereo not given)	1%	-8	-4%&9%&8%	nt	-0.1%	i	-15%	-1%&-23%&-1%	14%
CCC1CN(C(=O)N2CCC(C(=O)NCc3cc(OC)c(OC)c(OC)c3)CC2)c2ccccc2O1 (stereo not given)	3%	1	8%&0%	-4%&-2%	-0.3%&0.2%	i	3%&-2%	-12%&-4%	-8%
NC(N)=N/N=C/c1ccc(Cl)c([N+](=O)[O-])c1	23%	0	-7%	21%	13%	i	0%	0%	nt
Cc1oc2ncn(C)c(=O)c2c1C(=O)NCc1ccc(Cl)cc1	nt	nt	10%	16%	0.5%	i	3%	11%	12%
CS(=O)(=O)N(Cc1cc2ccccc2[nH]c1=O)C1CCCCC1	-1%	22	14%	27%	-0.5%	i	nt	-17%	10%
O=C(CN1C(=O)CC(c2ccccc2)=Nc2ccccc21)NCc1ccco1	7%	-6	-1%	-2%	-0.8%	i	-4%	0%	-1%
OC[C@@H]1CN(Cc2ccc(Cl)cc2)C[C@H](n2cnc3c(N4CCCC4)ncnc32)O1	nt	0	4%	nt	3.3%	i	nt	-29%	-12%
CCC(=O)NCCn1c(C)cc2ccccc21	-1%	-4	-19%	-17%	-1.2%	i	4%	-26%	8%
CN1CCC(=NNC(=O)CN(c2cccc(Br)c2)S(C)(=O)=O)CC1	-2%	-6	-15%	7%	0.1%	i	9%	-21%	-4%
N#CCc1nn(-c2ccccc2)c2ncnc(N)c12	2%	0	-2%	-9%	-0.4%	?	-6%	-14%	nt
COc1cc(NC(=O)c2ccc(C)c(Cl)c2)ccc1NC(=O)c1cc2ccccc2o1	nt	nt	-10%	8%	-0.7%	i	-1%	2%	4%
CCOCCCNc1ccc(N2C(=O)C3CCCCC3C2=O)cc1[N+](=O)[O-] (stereo not given)	-5%	11	13%	1%	0.0%	i	-23%	5%	8%
CCCCCC(=O)NC(=S)Nc1ccc(NC(=O)c2ccco2)cc1	1%	-28	-22%	?	0.1%	i	9%	-15%	-12%
CCOC(=O)Cc1csc(SCC(=O)Nc2ccc3[nH]c(=O)[nH]c3c2)n1	?	13	-13%	-6%	0.2%	i	2%	-14%	nt
CCCCn1c(N)c(N(CCOC)C(=O)CSCc2ccc(C)cc2)c(=O)[nH]c1=O	8%	3	5%	8%	0.2%	i	-7%	22%	4%
Cc1nc(NC(=O)/C=C/c2ccc(C(C)(C)C)cc2)sc1C(=O)N(C)C	-2%	9	-5%	-15%	-0.6%	?	-3%	6%	-1%
Cn1c(=O)c2c(nc(N3CCOCC3)n2Cc2ccccc2Cl)n(C)c1=O	nt	nt	-35%	?	-1.3%	i	?	-14%	-10%
Cc1ccc(-c2ccc(=O)n(CC(=O)NC(C)c3ccccc3)n2)cc1 (stereo not given)	nt	nt	-6%	nt	-0.6%	i	18%	-13%	-6%
COc1cc(OC)c(NC(=O)C2=C(C)C(=O)OC23CCCCC3)cc1Cl	nt	nt	nt	-11%	3.7%	nt	3%	-12%	nt
N#Cc1nc(COc2ccccc2)oc1N1CCOCC1	-12%	-18	-5%	4%	0.2%	i	2%	3%	10%
OC[C@@H]1CN(Cc2ccc(F)cc2)C[C@H](n2cnc3c(N4CCOCC4)ncnc32)O1	nt	20	-17%	nt	0.9%	i	nt	-66%	1%
O=C(c1ccc(F)cc1)n1nc(-c2ccccc2)nc1NCc1ccco1	nt	nt	0%	0%	0.1%	i	-3%	-3%	14%
Cc1cccc(OCC(=O)Nc2c3c(nn2C(C)(C)C)CS(=O)(=O)C3)c1	1%	0	3%	-1%	-0.6%	i	0%	14%	6%
CC(C)c1ccc(NC(=O)CN2C=NS(=O)(=O)c3ccccc32)cc1	nt	nt	-18%	nt	-1.1%	i	5%	-2%	-3%
CCC(=O)N1CCc2cc(S(=O)(=O)NC(C(=O)NCc3ccc(F)cc3)C(C)C)ccc21 (stereo not given)	0%	9	-6%	21%	-0.3%	i	0%	13%	-1%
O=C(C[n+]1ccc(Cc2ccccc2)cc1)Nc1ccc([N+](=O)[O-])cc1Cl	?	?	-2%	13%	0.4%	i	-1%	-56%	nt
Nc1ccc(NC(=O)NC2CCCCC2)cc1	0%	-15	9%	?	-0.9%	i	5%	13%	17%[11.3 µM]
COc1ccc(S(=O)(=O)NNC(=O)c2cc3cc4ccccc4nc3s2)cc1	13%	2	-6%	-14%	2.1%	i	6%	-20%	-4%
Cc1cc(=O)[nH]c(SCc2nc3ccccc3s2)n1	4%	21	-6%	nt	4.5%	i	5%	-93%	9%
COCCCn1c(=O)c2sccc2n2c(CCCC(=O)NCc3cccc(OC)c3)nnc12	9%	4	8%&-25%	?	-0.3%&-0.4%	i	-9%&-4%	-14%&-2%	1%
